Bioassay records: PubChem, Johns Hopkins Ion Channel Center
ANO1 activ = TMEM16A chloride channel activators or potentiators, primary screen, cell-based, HTS | HEK293 TMEM16A/YFP-H148Q/I152L, iodide quench fluorescence; active compounds read low | B-score at 10 µM | Anoctamin-1 (Mus musculus), Q8BHY3 | hit rate 0.3% among 340,000;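 active = fluorescence-ratio B-score plate-corrected deviation score at least 3 library SD below zero, with starting fluorescence score within 5 deviations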;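 note: channel opened by trigger with iodide after compound preincubation; score built on the fluorescence ratio of max minus min over baseline; more negative score means more quench and so TMEM16A activation or potentiation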
KCNK3 inh = human KCNK3 channel inhibitors, primary screen, CHO cells, FluxOR thallium flux, B-score | FluxOR fluorescence; active compounds read low | hit rate 0.84% among 340,000 | B-score at 10 µM | AID 602410, 2012;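 active = B-score under library mean minus 4 SD, starting fluorescence ratio at most library mean plus 5 SD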;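 note: more negative B-score means stronger inhibition of thallium flux through KCNK3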
Target sequence (O14649 whole entry, looked up): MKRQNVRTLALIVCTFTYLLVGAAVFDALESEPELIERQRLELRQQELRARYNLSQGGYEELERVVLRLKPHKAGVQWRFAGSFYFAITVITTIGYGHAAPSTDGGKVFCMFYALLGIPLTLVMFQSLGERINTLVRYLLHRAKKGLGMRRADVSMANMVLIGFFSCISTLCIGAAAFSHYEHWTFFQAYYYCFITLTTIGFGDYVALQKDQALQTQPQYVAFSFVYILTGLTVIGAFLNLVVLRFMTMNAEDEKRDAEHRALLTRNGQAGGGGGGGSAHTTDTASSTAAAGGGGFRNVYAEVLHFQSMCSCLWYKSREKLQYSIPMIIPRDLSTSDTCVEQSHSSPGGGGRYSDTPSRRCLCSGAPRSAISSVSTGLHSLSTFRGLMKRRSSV
Numbers without * were called inactive. The list is partial; count on the stated rates, not on these rows.

C=C1C[C@H](O[C@@H]2O[C@H](CO)[C@@H](O)[C@H](O)[C@H]2O)[C@@H]2[C@H](OC(=O)[C@H]2C)[C@H]2[C@H](C)[C@H](O)C[C@@H]12 was read as ANO1 activ inactive and KCNK3 inh inactive.
For Cc1ccc(C)c(C(=O)OCC(=O)Nc2cccc(S(=O)(=O)N3CCCCC3)c2)c1 the results were ANO1 activ inactive and KCNK3 inh -9.6*.
For CC(C)=C1CCC(C)CC1=NNC(N)=S (configuration not stated) the results were ANO1 activ inactive and KCNK3 inh inactive.
O=C(NNC(=O)c1ccc(F)c(S(=O)(=O)N2CCOCC2)c1)c1ccc(Br)cc1 was read as ANO1 activ inactive and KCNK3 inh inactive.
Screening Cn1cccc1C1CCCN1CC(=O)Nc1ccc(F)c(F)c1F (configuration not stated) returned ANO1 activ inactive and KCNK3 inh inactive.
Screening CC1CCN(C(=O)c2[nH]cnc2C(=O)Nc2ccon2)CC1 returned ANO1 activ inactive and KCNK3 inh inactive.
`CC(C)(C)c1ccc(S(=O)(=O)N2CCN(C(=O)C3=COCCO3)CC2)cc1` gave ANO1 activ inactive and KCNK3 inh inactive.
`CC(=O)N1CCN(S(=O)(=O)c2cccc(C(=O)NC3CC3)c2)CC1` gave ANO1 activ inactive and KCNK3 inh inactive.
`O=C(COC(=O)c1ccc(-n2cnnn2)cc1)c1ccc(Br)cc1` gave ANO1 activ inactive and KCNK3 inh inactive.
COc1ccc(C2OC[C@H]3O[C@H](O)[C@H](NC(C)=O)[C@@H](O)[C@@H]3O2)cc1 (some centres not stated) was read as ANO1 activ inactive and KCNK3 inh inactive.
For CCN1CCN(S(=O)(=O)c2ccc(Cl)c(C(=O)N(CC(C)C)C3CCS(=O)(=O)C3)c2)CC1 (configuration not stated) the results were ANO1 activ inactive and KCNK3 inh inactive.
Screening COC(=O)/C=C/c1cccc([C@H]2[C@@H]3C=CC[C@@H](C)[C@@H]3C(=O)N2Cc2ccccc2)c1 returned ANO1 activ inactive and KCNK3 inh inactive.

By substructure: the compounds so far with a carbonyl joined to an NH by a bond outside any ring.
For Cc1ccc(C)c(C(=O)OCC(=O)Nc2cccc(S(=O)(=O)N3CCCCC3)c2)c1 the results were ANO1 activ inactive and KCNK3 inh -9.6*.
O=C(NNC(=O)c1ccc(F)c(S(=O)(=O)N2CCOCC2)c1)c1ccc(Br)cc1 was read as ANO1 activ inactive and KCNK3 inh inactive.
Screening Cn1cccc1C1CCCN1CC(=O)Nc1ccc(F)c(F)c1F (configuration not stated) returned ANO1 activ inactive and KCNK3 inh inactive.
Screening CC1CCN(C(=O)c2[nH]cnc2C(=O)Nc2ccon2)CC1 returned ANO1 activ inactive and KCNK3 inh inactive.
`CC(=O)N1CCN(S(=O)(=O)c2cccc(C(=O)NC3CC3)c2)CC1` gave ANO1 activ inactive and KCNK3 inh inactive.
COc1ccc(C2OC[C@H]3O[C@H](O)[C@H](NC(C)=O)[C@@H](O)[C@@H]3O2)cc1 (some centres not stated) was read as ANO1 activ inactive and KCNK3 inh inactive.

More structures:
For O=S(=O)(Nc1cccc(S(=O)(=O)N2CCCCC2)c1)c1ccccc1F the results were ANO1 activ inactive and KCNK3 inh inactive.
Screening O=C(NNc1ccc([N+](=O)[O-])cn1)Nc1ccc(N=Nc2ccccc2)cc1 returned ANO1 activ inactive and KCNK3 inh inactive.
For COc1ccccc1OCCC(=O)OCC(=O)Nc1ccc2c(c1)OCO2 the results were ANO1 activ inactive and KCNK3 inh inactive.
Screening CC(=O)c1ccc(NC(=O)CN2C(=O)NC3(CCc4ccccc43)C2=O)cc1 (configuration not stated) returned ANO1 activ inactive and KCNK3 inh inactive.
For CCOc1nc(-c2ccccc2)ccc1-c1noc(-c2ccc(OC)c(OC)c2)n1 the results were ANO1 activ inactive and KCNK3 inh inactive.
For O=C(Nc1ccccc1C(=O)NC1CC1)c1ccccc1 the results were ANO1 activ inactive and KCNK3 inh inactive.
`CC(=O)Nc1ccc(NC(=O)c2cc(S(=O)(=O)N3CCCCC3)ccc2N2CCOCC2)cc1` gave ANO1 activ inactive and KCNK3 inh inactive.
Cc1ccc(S(C)(=O)=O)cc1C(=O)Nc1cccc(S(=O)(=O)N2CCCCCC2)c1 was read as ANO1 activ inactive and KCNK3 inh inactive.
Cc1ccc(NC(=O)CN2c3cccc4cccc(c34)S2(=O)=O)cc1 was read as ANO1 activ inactive and KCNK3 inh inactive.
Screening COc1cccc(NC(=O)CN(C)C(=O)c2cc(-c3ccccc3)nn2-c2ccccc2)c1 returned ANO1 activ inactive and KCNK3 inh inactive.
`c1cncc(-c2ccc3[nH]ccc3c2)c1` gave ANO1 activ inactive and KCNK3 inh inactive.
Screening Cc1ccc(NC(=O)CCNC(=O)c2ccc([N+](=O)[O-])cc2)cc1S(=O)(=O)N1CCOCC1 returned ANO1 activ inactive and KCNK3 inh inactive.

Brought forward from above: 2 compounds, followed by the next part.
`c1cncc(-c2ccc3[nH]ccc3c2)c1` gave ANO1 activ inactive and KCNK3 inh inactive.
Screening Cc1ccc(NC(=O)CCNC(=O)c2ccc([N+](=O)[O-])cc2)cc1S(=O)(=O)N1CCOCC1 returned ANO1 activ inactive and KCNK3 inh inactive.
COc1ccc(NC(=O)CN(C)C(=O)CNC(=O)c2ccc3ccccc3c2)cc1 was read as ANO1 activ inactive and KCNK3 inh inactive.
Screening Cc1cccc(OCCNS(=O)(=O)c2ccc(Cl)cc2)c1 returned ANO1 activ inactive and KCNK3 inh inactive.
Screening COc1ccc(OC)c(NC(=O)COC(=O)/C=C/c2ccco2)c1 returned ANO1 activ inactive and KCNK3 inh inactive.
`CC(NC(=O)c1cccc(S(=O)(=O)N2CCc3ccccc3C2)c1)c1ccco1` (configuration not stated) gave ANO1 activ inactive and KCNK3 inh inactive.
For COc1ccc(CCC(=O)N2CCN(S(=O)(=O)c3ccc(OC)cc3)CC2)cc1 the results were ANO1 activ inactive and KCNK3 inh inactive.
Screening O=S(=O)(Nc1ccc(F)cc1)c1ccc(S(=O)(=O)N2CCOCC2)cc1 returned ANO1 activ inactive and KCNK3 inh inactive.
For COCCCNC(=O)c1cc(S(=O)(=O)NCCCN2CCCC2=O)ccc1Cl the results were ANO1 activ inactive and KCNK3 inh inactive.
`COc1ccc(C(=O)NCC(C)(c2ccccc2)c2ccccc2)cc1S(=O)(=O)N1CCOCC1` gave ANO1 activ inactive and KCNK3 inh inactive.
`O=C(CSc1ccccc1F)Nc1ccc(N2CCOCC2)cc1` gave ANO1 activ inactive and KCNK3 inh inactive.
For COc1ccc(NC(=O)CSc2ccc3c(c2)OCCO3)cc1S(N)(=O)=O the results were ANO1 activ inactive and KCNK3 inh inactive.
For COc1ccc(F)cc1-c1nc(N)nc(N)n1 the results were ANO1 activ inactive and KCNK3 inh inactive.
Screening Cc1c(C(=O)N2CCN(C3CCS(=O)(=O)C3)CC2)oc2ccc(Cl)cc12 (configuration not stated) returned ANO1 activ inactive and KCNK3 inh inactive.
`COc1ccc(NC(=O)CSc2nnnn2C)cc1S(=O)(=O)N1CCCCC1` gave ANO1 activ inactive and KCNK3 inh inactive.
Cc1cc(NC(=O)NC(=O)c2ccccc2NC(=O)C(C)N)ccc1Oc1ncc(Br)cn1 (configuration not stated) was read as ANO1 activ inactive and KCNK3 inh inactive.
Screening COC(=O)c1ccc(COc2ccccc2/C=N/Nc2cccc(C(=O)O)c2)cc1 returned ANO1 activ inactive and KCNK3 inh inactive.
Clc1ccc(-c2ccccc2)cn1 was read as ANO1 activ inactive and KCNK3 inh inactive.
For Nn1c(SCC(=O)NCc2ccc3c(c2)OCO3)nnc1C(F)(F)F the results were ANO1 activ inactive and KCNK3 inh inactive.
`COc1ccc(NC(=O)Nc2cccc3c2O[C@@H](CN(C)CC2CCCCC2)[C@@H](C)CN([C@H](C)CO)C3=O)cc1` gave ANO1 activ inactive and KCNK3 inh inactive.
`CCOc1ncccc1C(=O)Nc1ccc(S(=O)(=O)Nc2cc(C)nc(C)n2)cc1` gave ANO1 activ inactive and KCNK3 inh inactive.
For Cc1ccc(S(=O)(=O)NCC(=O)OCC(=O)NCc2ccco2)cc1 the results were ANO1 activ inactive and KCNK3 inh inactive.
Screening COc1ccccc1NS(=O)(=O)c1cccc(C(=O)N2CCN(C(=O)c3ccco3)CC2)c1 returned ANO1 activ inactive and KCNK3 inh inactive.
CCN1C(=O)C(=O)N(CC(=O)N2CCC(C)Sc3ccccc32)C1=O (configuration not stated) was read as ANO1 activ inactive and KCNK3 inh inactive.
Screening Cc1ccc(NC(=O)NC(=O)CN2CCCC2c2ccc3c(c2)OCCO3)cc1C (configuration not stated) returned ANO1 activ inactive and KCNK3 inh inactive.
O=C(NCCCN1CCC(Cc2ccccc2)CC1)C1CCN(S(=O)(=O)N2CCOCC2)CC1 was read as ANO1 activ inactive and KCNK3 inh inactive.
Cc1cccnc1NC(=O)c1ccco1 was read as ANO1 activ inactive and KCNK3 inh inactive.
For CCN(C(=O)CSc1n[nH]c(-c2ccccc2)n1)c1c(N)n(Cc2ccccc2)c(=O)[nH]c1=O the results were ANO1 activ inactive and KCNK3 inh inactive.
For CCc1ccc(N2CC(C(=O)OCC(=O)NC3CC3)CC2=O)cc1 (configuration not stated) the results were ANO1 activ inactive and KCNK3 inh inactive.
For COc1cc(C(=O)CCc2ccc3c(c2)OCO3)cc(OC)c1OC the results were ANO1 activ inactive and KCNK3 inh inactive.
Cc1cc(CN2CCN(CC(=O)Nc3cc(Cl)ccc3-n3cncn3)CC2)no1 was read as ANO1 activ inactive and KCNK3 inh inactive.
`CCOC(=O)C1=CN2CCC[C@H]2CC1=O` gave ANO1 activ inactive and KCNK3 inh inactive.
CCC(C(=O)Oc1c(C(C)C)cccc1C(C)C)c1ccccc1 (configuration not stated) was read as ANO1 activ inactive and KCNK3 inh inactive.
`COc1ccc(S(=O)(=O)Nc2cccc3c2O[C@H](CN(C)S(=O)(=O)c2ccc(F)cc2)[C@H](C)CN([C@H](C)CO)C3=O)cc1` gave ANO1 activ inactive and KCNK3 inh inactive.
`CCOc1ccc(S(=O)(=O)NCCC(=O)N(C)Cc2cccs2)cc1` gave ANO1 activ inactive and KCNK3 inh inactive.
`CC(=O)C(Cc1ccccc1)NC(=O)CN1c2cccc3cccc(c23)S1(=O)=O` (configuration not stated) gave ANO1 activ -9.8* and KCNK3 inh inactive.
CCN1C(=NCCc2ccc(Br)cc2)N[C@@H](c2ccccc2)[C@H](C(=O)OC)[C@H]1C was read as ANO1 activ inactive and KCNK3 inh inactive.
O=C1CC(C(=O)O)NC(=S)N1 (configuration not stated) was read as ANO1 activ inactive and KCNK3 inh inactive.
For C=CCn1c(SCC(=O)Nc2ccc(C(=O)O)cc2)nc2scc(-c3ccccc3)c2c1=O the results were ANO1 activ inactive and KCNK3 inh inactive.
`CC(C)CN(C(=O)CCNC(=O)c1ccc(Cl)cc1)C1CCS(=O)(=O)C1` (configuration not stated) gave ANO1 activ inactive and KCNK3 inh inactive.
For Cc1cc(C)c(CC(=O)c2ccccc2)c(C)c1 the results were ANO1 activ inactive and KCNK3 inh inactive.
Screening CC(C)Nc1nnc(SCC(=O)Nc2sccc2C#N)s1 returned ANO1 activ inactive and KCNK3 inh inactive.
`O=C1C=CC(=O)N1Cc1cccnc1` gave ANO1 activ inactive and KCNK3 inh inactive.
Cc1cccc(C(=O)NCC(=O)N2CCC2)c1 was read as ANO1 activ inactive and KCNK3 inh inactive.
`O=C(/C=C/c1ccccc1)CCN1CCCCC1` gave ANO1 activ inactive and KCNK3 inh inactive.
CCN(CC)S(=O)(=O)c1cc(NC(=O)Cc2ccc(S(=O)(=O)N3CCOCC3)s2)ccc1Cl was read as ANO1 activ inactive and KCNK3 inh inactive.
Screening O=C1NCC(Nc2ccc(Br)cc2)C(=O)N1 (configuration not stated) returned ANO1 activ inactive and KCNK3 inh inactive.
For C[C@H](CO)N1C[C@H](C)[C@@H](CN(C)S(=O)(=O)c2ccccc2)Oc2ccc(NS(=O)(=O)c3ccc(F)cc3)cc2C1=O the results were ANO1 activ inactive and KCNK3 inh inactive.
`CC(=NNc1ccc([N+](=O)[O-])cn1)c1ccc(N)cc1` gave ANO1 activ inactive and KCNK3 inh inactive.
For Cc1sc2nc(CSC(C)C(=O)NC3(C#N)CCCCC3)[nH]c(=O)c2c1C (configuration not stated) the results were ANO1 activ inactive and KCNK3 inh inactive.
COc1ccc(C(=O)OCC(=O)NC(=O)NCc2ccccc2)cc1[N+](=O)[O-] was read as ANO1 activ inactive and KCNK3 inh inactive.
Screening COc1cc(OC)c(N(C)S(=O)(=O)c2cccc(C(=O)OCC(=O)N(C)Cc3ccccc3)c2)cc1Cl returned ANO1 activ inactive and KCNK3 inh inactive.
Screening C=CC(c1ccccc1)C(C(=O)c1ccccc1)N(C)C (configuration not stated) returned ANO1 activ inactive and KCNK3 inh inactive.
CN(CC(=O)Nc1ccccc1Cl)C(=O)c1cc2c(s1)CCCCC2 was read as ANO1 activ inactive and KCNK3 inh inactive.
C[C@@H]1O[C@@H](O[C@H]2[C@H](O)[C@@H](O)[C@H](Oc3c(-c4ccc(O)cc4)oc4cc(O)cc(O)c4c3=O)O[C@@H]2CO)[C@H](O)[C@H](O)[C@H]1O was read as ANO1 activ inactive and KCNK3 inh inactive.
C[C@]12CCC(=O)C=C1C=CC1C2CC[C@@]2(C)C1CC[C@@]21CCC(=O)O1 (some centres not stated) was read as ANO1 activ inactive and KCNK3 inh inactive.
For O=C(O)c1ccc(Cl)c(S(=O)(=O)Nc2ccc(S(=O)(=O)N3CCCC3)cc2)c1 the results were ANO1 activ inactive and KCNK3 inh inactive.
For CC1(C)C[C@H](O)[C@]2(CO)[C@H](O)C[C@]3(C)C(=CCC4[C@@]5(C)CC[C@H](O)C(C)(C)C5CC[C@]43C)[C@@H]2C1 (some centres not stated) the results were ANO1 activ inactive and KCNK3 inh inactive.
C#CCOCCOCCOCCNc1nc(N2CCN(C(=O)Cn3cc(CCCCN)nn3)CC2)nc(N2CCN(C(=O)[C@H](Cc3ccc(O)cc3)n3cc(CCO)nn3)CC2)n1 was read as ANO1 activ inactive and KCNK3 inh inactive.
